High-throughput results from PubChem BioAssay.
MIN6 prolif – inducers of MIN6 beta-cell proliferation, primary screen, ATP luminescence, uHTS. MIN6 cells proliferation, ATPlite luminescence, 48 h; cells starved in 0.2% serum; 100% = growth in 10% serum. proliferation, % at 10 µM. 330,000 compounds, 0.29% hits. AID 2380, 2010;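 active = compounds whose signal lies at least 3.5 SD above the mean of all wells on their plate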;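 also: 0% = DMSO-treated cells in low-serum medium and 100% = 10% serum control; some compounds called inactive have numbers as strong as hits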
tim23-1 inh – growth inhibitors of tim23-1 mutant yeast, primary screen, luminescence, uHTS. inhibition, % at 20 µM. 330,000 compounds, 1.3% hits. S. cerevisiae tim23-1 growth, BacTiter-Glo luminescence, 24 h;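 active = growth inhibition of the mutant yeast at or above 50%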;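 also: temperature-sensitive mutant grown at 25 °C; plate controls were DMSO-treated mutant yeast for no effect and medium wells lacking yeast for full effect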
NR3A LBD binder – binders of NR3A ligand-binding domain, primary screen, biophysical, differential scanning fluorimetry, uHTS; Glutamate receptor ionotropic, NMDA 3A (GRIN3A) ligand-binding domain; NR3A LBD differential scanning fluorimetry, Tm shift; 0% = protein alone, 100% = glycine-bound protein; Tm shift relative to glycine control, % at 25 µM; 340,000 compounds, 2.5% hits; AID 1259313, 2017;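 active = melting temperature shift of at least 10% of the positive control shift, at one fixed dose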
TIM10 inh – growth inhibitors of isogenic TIM10 control yeast, primary screen, counter-screen for tim10-1 yeast inhibitor project, luminescence, uHTS. S. cerevisiae TIM10 strain growth, BacTiter-Glo luminescence, 24 h. 330,000 compounds, 1.4% hits. inhibition, % at 10 µM;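 active = inhibition of 40% or more at the single tested concentration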;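 also: wild-type TIM10 isogenic control strain grown at permissive 25 °C; 0% = DMSO yeast wells and 100% = minimal medium wells without yeast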
APJ agonist – agonists of human apelin receptor APJ, primary screen, CHO-K1 cells, PathHunter beta-arrestin, luminescence. AID 2520, 2010. activation, % at 20 µM. 330,000 compounds, 0.11% hits. P35414. 0% DMSO wells, 100% apelin;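 active = activation more than six SD over the plate average, tested at 20 µM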;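 also: 0% = DMSO alone and 100% = apelin-13 at 10 nM; some results filed as inactive read as strong as hits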
Target sequence (P35414 whole entry, looked up): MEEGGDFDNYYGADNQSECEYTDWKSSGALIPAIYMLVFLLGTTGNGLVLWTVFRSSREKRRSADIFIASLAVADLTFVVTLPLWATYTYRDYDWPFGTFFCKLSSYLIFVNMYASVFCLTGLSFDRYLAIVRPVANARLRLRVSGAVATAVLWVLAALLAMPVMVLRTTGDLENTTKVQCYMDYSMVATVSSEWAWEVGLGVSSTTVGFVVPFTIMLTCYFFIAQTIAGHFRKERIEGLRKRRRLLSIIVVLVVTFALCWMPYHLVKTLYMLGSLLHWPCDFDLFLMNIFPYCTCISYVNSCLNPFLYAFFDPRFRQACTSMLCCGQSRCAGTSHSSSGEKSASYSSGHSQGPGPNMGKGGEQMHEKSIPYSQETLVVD
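Test system: CHO-K1 APJ beta-arrestin complementation cell line | Compound: Single test compound dose, 20 µM final, 1% DMSO | Incubation: Compound 90 min 25 °C, reagent 1 h | Measured by: beta-gal luminescence | Read-out basis: APJ–arrestin association signal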
NALP3 yeast inh – NALP3 inflammasome inhibitors in reconstituted yeast, primary screen, luminescence, uHTS | Yeast reconstituted NLRP3/ASC/caspase-1, beta-gal luminescence, 24 h | 330,000 compounds, 0.39% hits | AID 2825, 2010 | inhibition, % at 10 µM;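 active = inhibition of 50% or more; inactive = inhibition below 50%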;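 also: plate controls were induced DMSO wells for no effect and uninduced yeast grown without galactose for full effect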
tim10-1 inh – growth inhibitors of tim10-1 mutant yeast, primary screen, luminescence, uHTS. 330,000 compounds, 2.2% hits. inhibition, % at 20 µM. AID 463190, 2010. S. cerevisiae tim10-1 ts strain growth, BacTiter-Glo, 24 h;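 active = inhibition of at least 40%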;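 also: mutant grown at 25 °C; 0% = DMSO wells with yeast and 100% = wells holding no yeast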
APJ antagonist – antagonists of human apelin receptor APJ, primary screen, CHO-K1 cells, beta-arrestin complementation, luminescence; P35414; inhibition, % at 20 µM; 330,000 compounds, 0.32% hits;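 active = inhibition above about 40% at 20 µM, limit read from the data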;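 also: cells challenged with 10 nM apelin-13 agonist together with compound; plate controls were apelin-13 plus DMSO wells for no effect and DMSO wells lacking apelin-13 for full effect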
MPTP block – mitochondrial permeability transition pore inhibitors, primary screen, biochemical, isolated mouse mitochondria, absorbance. Ca2+ swelling absorbance, 30 min. inhibition, % at 10 µM. 360,000 compounds, 1.4% hits. AID 602449, 2012;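 active = inhibition of 50% or more, scaled per plate between neutral and stimulator controls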;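 also: 0% = DMSO wells given calcium and 100% = 1 mM EGTA wells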
Active calls of the source: *; · = not tested or not shown. Not all compounds are listed; the hit share may differ from the screen's.

SMILES	MIN6 prolif	tim23-1 inh	NR3A LBD binder	TIM10 inh	APJ agonist	NALP3 yeast inh	tim10-1 inh	APJ antagonist	MPTP block
CC(=O)Nc1cc(C(=O)N2CCC3(CC2)OCCO3)ccc1Sc1ccc(C)cc1	2.6	16.5	2.8	13.3	-4.3	2.4	-8.7	-10.4	-2.0
Cc1nc2c(-c3ccc(F)cc3)c(C)nn2c(C)c1CCC(=O)N1CCC2(CC1)OCCO2	-1.0	8.5	1.8	13.1	-3.5	5.7	40.1*	11.0	1.1
O=C(NCc1ccccc1)c1cccn(Cc2ccccc2)c1=O	2.6	8.8	-1.3	8.3	-2.7	26.6	13.5	9.0	0.8
CCC(=NCCCN1CCOCC1)c1c(O)n(Cc2ccccc2)c(=O)[nH]c1=O	1.1	-1.2	-0.6	7.5	-2.7	-4.5	7.6	-8.3	2.5
CCN1C[C@]2(COC(=O)c3ccccc3N)CC[C@H](OC)C34[C@@H]5C[C@H]6[C@H](OC)[C@@H]5[C@](O)(C[C@@H]6OC)[C@@](O)([C@H]13)[C@@H](OC)[C@@H]42	0.5	-4.5	10.0*	-12.6	-4.1	1.1	12.3	-4.2	-0.3
COc1cccc(-n2c(/C=C/c3ccccn3)nc3ccccc3c2=O)c1	8.5*	36.3	1.6	8.9	0.9	18.2	16.8	2.3	-0.5
COc1ccc(OC)c(N=Cc2c(O)[nH]c(=O)[nH]c2=O)c1	-1.2	-2.2	-9.7	7.7	-2.0	20.2	-2.4	-5.0	-1.1
CCOC(=O)CC1=C(C(=O)OCC)C2(C(=O)N1CC(=O)OC)C(C#N)=C(N)Oc1ccccc12 (configuration not stated)	-0.8	12.7	3.4	6.8	-0.7	1.4	11.8	-18.2	0.5
COC(=O)C1=C(N)Oc2cc(C)oc(=O)c2C12C(=O)Nc1ccccc12 (configuration not stated)	-0.3	-4.6	-2.1	-5.4	-0.7	4.4	-2.9	-1.3	0.2
O=c1c2ccccc2nc(/C=C/c2ccccn2)n1-c1ccccc1	-0.5	17.4	2.0	17.2	-0.5	0.6	15.1	12.2	-0.2
O=C1NC(=O)N(Cc2ccccc2Cl)C(=O)/C1=C/N1CCOCC1	-3.3	13.2	-7.9	4.4	-2.1	-7.0	14.5	-0.7	3.5
CCCC12CN3CN(C1)CC(CCC)(C3)C2O (configuration not stated)	-0.5	3.2	0.0	1.1	1.6	14.7	-2.9	3.2	0.4
Brc1ccc2c(c1)C(OC1CN3CCC1CC3)c1ccccc1CS2 (configuration not stated)	-4.6	24.4	5.4	38.1	-2.2	7.3	31.6	13.2	-1.4
Cc1cc(S(=O)(=O)NC(C)C)ccc1OCC(=O)N1CCN(Cc2ccc3c(c2)OCO3)CC1	-0.1	17.0	1.5	-6.3	0.6	12.5	16.5	-1.2	22.1
Cc1ccc2[nH]c(=S)n(-c3cccnc3)c(=O)c2c1	2.5	3.3	2.0	10.2	-4.6	8.8	2.2	8.8	2.5
Cc1[nH]c2ccccc2c1C(=O)C(=O)N1CC2CC(C1)c1cccc(=O)n1C2 (configuration not stated)	-0.8	-1.5	-0.6	2.4	0.0	-2.4	4.5	-2.8	1.0
CCOC(=O)C1(CCc2ccccc2)CCN(Cc2ccc3c(c2)OCCO3)CC1	-4.1	14.9	-0.1	-10.8	2.1	37.8	28.9	-0.5	28.5
CC(C)CC(C)N (configuration not stated)	2.3	7.8	3.0	6.4	-3.8	7.6	7.3	-13.9	-1.1
COC(=O)C1=C(c2cccc3c2S(=O)(=O)c2ccccc2-3)C[C@@H]2CC[C@H]1N2C(=O)N1CCc2cc(OC)c(OC)cc2C1	1.2	11.0	-1.3	-1.4	-0.3	17.8	14.7	-0.7	1.2
COC(=O)C1=C(c2c(C)noc2C)C[C@@H]2CC[C@H]1N2C(=O)N1CCC(O)(c2ccc(Cl)cc2)CC1	-2.2	7.5	-1.4	11.4	-1.6	11.8	3.6	6.7	-2.2
CC(=NCc1cccnc1)c1c(O)n(-c2ccc(Cl)cc2)c(=O)[nH]c1=O	1.2	1.8	-1.1	-1.5	-0.9	21.5	-8.9	0.8	0.6
CN1C(=O)C(=Cc2ccc(N3CCCCCC3)cc2)C(=O)N(C)C1=O	1.4	18.1	2.0	10.7	1.0	22.4	11.9	10.6	6.4
COC(=O)C1=C(c2ccc(F)cc2OCc2ccccc2)C[C@@H]2CC[C@H]1N2C(=O)NCc1ccc2c(c1)OCO2	-6.4	24.6	-1.4	16.7	-2.4	8.0	14.2	8.7	4.2
N=C1c2ccccc2CN1NC(=O)c1ccc(Cl)cc1	-1.3	-10.9	-7.1	0.1	3.4	19.7	-12.4	6.9	-0.8
O=C(COc1ccc(Cl)cc1)N1CCN(C2CCCC2)CC1	0.0	-3.4	1.3	2.6	-1.1	13.1	-31.8	13.2	-2.3
COC(=O)C1=C(c2cc3ccccc3o2)C[C@@H]2CC[C@H]1N2C(=O)NC(C)C	4.1	21.7	-2.3	11.6	8.0	7.1	6.1	3.5	-1.7
CN(Cc1ccccc1)C1CCCN(C(=O)COc2ccccc2Cl)C1 (configuration not stated)	-1.0	12.1	-0.8	-0.7	-4.3	40.3	5.2	-5.3	-0.9
Cc1c(N=Cc2c(O)n(CCc3ccccc3)c(=O)[nH]c2=O)c(=O)n(-c2ccccc2)n1C	-0.9	11.2	0.1	6.2	-1.0	25.0	5.5	-15.7	2.1
Cc1ccccc1-n1c(-c2ccoc2)nc2ccccc2c1=O	-2.3	14.9	1.9	-7.7	0.7	17.6	24.3	-0.8	-0.5
CCOC(=O)C1CCN(/C=C2/C(=O)NC(=O)N(Cc3ccco3)C2=O)CC1	-0.5	-2.4	2.4	-1.8	-3.8	18.7	14.7	6.3	-0.1
CC1C(C)N1CC(O)Cn1ccnc1[N+](=O)[O-] (configuration not stated)	-1.1	19.2	7.2	11.6	-4.8	12.5	-10.1	9.3	-0.2
O=C(c1c[nH]c2ccc(S(=O)(=O)N3CCOCC3)cc2c1=O)N1CCC2(CC1)OCCO2	-2.1	1.2	1.7	-7.9	-0.9	15.9	3.7	2.2	0.2
Cc1nc2ccsc2c(=O)n1-c1ccccc1Cl	-4.7	1.7	-1.3	7.5	-1.6	-13.3	5.5	15.5	0.4
COc1ccc(CCn2c(O)c(/C=N/N3CCCCC3)c(=O)[nH]c2=O)cc1OC	-2.1	18.9	-1.3	8.8	5.7	8.2	13.0	-6.2	0.4
CC[C@@H]1C=CC=CC[C@H](C)[C@@H](O)[C@@H](C)C(=O)[C@H](C)[C@@H](O)[C@H](C)C(=O)[C@H](C)[C@@H](O)[C@H](C)C=CC(=O)O[C@H]2[C@@H](C)[C@@H](CC1)O[C@@]1(CC[C@@H](C)[C@@H](C[C@H](C)O)O1)[C@@H]2C	-8.2	20.7	·	9.1	0.7	24.2	35.6	-3.7	·
COc1ccc(NC(=O)c2cn(CCC#N)nc2-c2ccccc2)cc1	-2.5	15.3	-4.6	18.8	-1.9	10.4	12.3	-15.6	0.7
COc1cc(OC)c2c(c1)OCC1CON(C)C21 (configuration not stated)	-0.6	3.3	-0.4	1.5	-3.9	-2.9	6.0	10.1	-1.8
COc1cc2c(cc1C=O)OCO2	0.0	1.2	-0.7	-3.0	-1.1	-11.8	18.7	2.4	-8.5
Cc1ccc(CN2C(=O)NC(=O)C3(Cc4c(nc5ccccn5c4=O)N4CCCCCC43)C2=O)cc1 (configuration not stated)	-5.4	29.0	-1.0	18.4	6.0	10.9	34.4	-18.0	5.3
CCN(CC)C(=O)c1ccc(NC(=O)CNC(C)c2cccc3ccccc23)cc1 (configuration not stated)	-1.8	24.3	-0.6	8.7	-0.6	2.6	14.6	6.1	0.5
COC(=O)C1=C(c2ccc(OC(F)(F)F)cc2)C[C@@H]2CC[C@H]1N2C(=O)N1CCC(C)CC1	-5.2	31.8	1.3	14.4	-4.4	13.5	18.6	19.4	10.4
CCc1ccccc1NC(=O)CNCc1ccccc1	1.1	6.7	0.0	0.3	-2.5	6.8	16.3	7.8	-0.9
Cn1c(O)c(C(=Nc2ccc(F)cc2)c2ccccc2)c(=O)n(C)c1=O	1.3	-2.7	-1.8	-23.5	-4.0	9.0	2.6	5.4	3.0
Cn1c(C(=O)N2CCC3(CC2)OCCO3)cc2c(=O)n(C)c3ccccc3c21	-1.1	1.7	1.0	11.8	-3.2	3.4	12.2	7.9	-2.6
Cc1ccc(-n2c(O)c(/C=N/N3CCOCC3)c(=O)[nH]c2=S)cc1	0.0	10.3	0.6	-15.3	0.5	14.6	11.4	-3.6	0.0
COc1ccc2[nH]c(C)c(CCNCc3cccnc3)c2c1	0.4	-3.8	0.9	6.5	5.9	6.7	0.5	-16.6	-0.1
CCCCc1ncc(CN2CCCC(C(=O)c3ccc(SC)cc3)C2)[nH]1 (configuration not stated)	-3.5	-67.3	0.7	-9.0	-2.3	15.5	-14.1	-11.8	0.1
C#CC[N+]1(C)[C@@H]2CC[C@H]1CC(OC(=O)C(CO)c1ccccc1)C2 (some centres not stated)	-1.5	3.2	1.8	-2.2	-0.5	20.4	5.8	4.4	0.2

3 structures out of the list, ordered by count of non-hydrogen atoms, ascending:
SMILES	MIN6 prolif	tim23-1 inh	NR3A LBD binder	TIM10 inh	APJ agonist	NALP3 yeast inh	tim10-1 inh	APJ antagonist	MPTP block
COc1ccc2[nH]c(C)c(CCNCc3cccnc3)c2c1	0.4	-3.8	0.9	6.5	5.9	6.7	0.5	-16.6	-0.1
O=C(NCc1ccccc1)c1cccn(Cc2ccccc2)c1=O	2.6	8.8	-1.3	8.3	-2.7	26.6	13.5	9.0	0.8
COc1ccc(CCn2c(O)c(/C=N/N3CCCCC3)c(=O)[nH]c2=O)cc1OC	-2.1	18.9	-1.3	8.8	5.7	8.2	13.0	-6.2	0.4

Additional results
SMILES	MIN6 prolif	tim23-1 inh	NR3A LBD binder	TIM10 inh	APJ agonist	NALP3 yeast inh	tim10-1 inh	APJ antagonist	MPTP block
Cc1cc(OC(C)C(=O)NCC(O)c2ccccc2)c2c3c(c(=O)oc2c1)CCC3 (configuration not stated)	-0.4	-5.2	-1.4	-6.3	-3.9	2.9	4.7	-10.0	0.4
CN(C)c1ccc(NC(=O)CN2C(=O)CN=C(c3ccccc3)c3cc(Cl)ccc32)cc1	-1.3	32.5	-4.3	13.3	0.6	25.4	34.2	-8.4	-0.1
CC[N+](CC)(CC#CCO)CC#Cc1ccccc1	1.3	-10.4	-0.1	5.4	-2.1	10.6	-11.1	-9.2	-0.1
N[C@@H](Cc1cc(Br)c(O)c(Br)c1)C(=O)O	0.4	13.0	·	13.1	6.2	4.1	-19.0	-6.8	·
O=C1/C(=C/c2cccc([N+](=O)[O-])c2)N2CCC1CC2	-3.2	27.3	-2.4	16.0	-1.9	14.7	7.3	-1.2	0.1
COC(=O)C1=C(c2ccccc2)C[C@@H]2CC[C@H]1N2C(=O)N1CCCC1	-3.1	11.2	-2.3	5.7	-6.2	23.1	16.9	5.5	0.2
O=C(COc1ccccc1)Nc1ccc(Cl)cc1C(=O)c1ccccc1	0.6	-3.1	7.9	2.5	-2.7	-11.5	6.9	15.2	-0.5
CN1C2CCC1C(C(=O)O)C(OC(=O)c1ccccc1)C2 (configuration not stated)	-0.3	-6.8	2.2	7.2	-2.4	-20.3	-6.8	9.5	-1.7
